Granule exo inh: lytic granule exocytosis inhibition; inhibition, % at 10 µM; 360,000 compounds, 0.66% hits; AID 651702; TALL-104 LAMP-1 surface exposure, flow cytometry; cells stimulated with thapsigargin and PMA;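 active = inhibition above about 55%, limit read from the data; inconclusive = no clear call, values can overlap the other calls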
CaV13 ICDI inh: Disruptors of the CACNA1D IQ motif to Ca2+-dependent inactivation inhibitor domain association, primary screening, Förster resonance energy transfer in intact living … | HEK cells, CFP/YFP FRET ICDI-IQ, plate reader, 10 min; percent FRET-ratio fall versus neutral wells | inhibition, % at 12.3 µM | 340,000 compounds, 0.098% hits | AID 743397;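 active = mean replicate inhibition of at least 30% and at least 1% of replicates passing that level; inconclusive = only one of the two criteria is met; inactive = neither criterion is met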;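 also: 0% = median of the neutral control wells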
hiPSC survival: hiPSC single-cell survival enhancement | ATPlite luminescence; 100% = ROCK inhibitor wells, 0% = DMSO | survival enhancement, % at 20 µM | 360,000 compounds, 0.044% hits | AID 602274; in the data active = survival enhancement above about 18%;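 also: cells exposed to compounds for 16 hours before the ATP read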
aDG glyco up: alpha-DG glycosylation activation | Pro5-aDG cells, alpha-DG glycosylation AlphaScreen (IIH6); 0% Pro5, 100% B10-LARGE cell signal | activation, % at 10 µM | 360,000 compounds, 0.22% hits | AID 624168;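 active = activation of at least 8% versus controls, or a plate z-score of at least 8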;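 also: Pro5 are CHO cells carrying HIG-tagged alpha-DG that lacks glycosylation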
PDI inh: blocks human protein disulfide isomerase activity; PDI insulin aggregation turbidity, A650, 90 min; inhibition, % at 10 µM; 350,000 compounds, 0.052% hits; AID 588391;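 active = mean inhibition across replicates of 30% or more, whatever share of single replicates reach that level; inconclusive = mean inhibition below 30% while every single replicate reaches 30%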;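 also: absorbance from insulin aggregation driven by PDI reduction with DTT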
Target sequence (P07237 whole entry, looked up): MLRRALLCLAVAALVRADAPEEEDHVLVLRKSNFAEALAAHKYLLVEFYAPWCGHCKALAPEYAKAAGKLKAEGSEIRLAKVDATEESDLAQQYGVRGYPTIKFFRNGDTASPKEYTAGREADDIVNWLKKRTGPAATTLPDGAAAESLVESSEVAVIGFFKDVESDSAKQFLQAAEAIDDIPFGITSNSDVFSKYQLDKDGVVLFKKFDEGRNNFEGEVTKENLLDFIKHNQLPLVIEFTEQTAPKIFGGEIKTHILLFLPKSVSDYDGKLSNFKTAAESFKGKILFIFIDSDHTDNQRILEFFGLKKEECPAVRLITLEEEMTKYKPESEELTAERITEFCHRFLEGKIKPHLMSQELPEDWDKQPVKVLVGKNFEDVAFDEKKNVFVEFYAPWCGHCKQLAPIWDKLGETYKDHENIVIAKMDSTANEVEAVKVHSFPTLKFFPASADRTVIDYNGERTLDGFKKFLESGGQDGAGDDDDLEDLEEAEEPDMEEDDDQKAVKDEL
ABCB6 inh MLPCN: blocks the human ABCB6 transporter; fluorescence ratio to DMSO, % at 10 µM; K562-ABCB6 porphyrin accumulation, flow cytometry, 1 h; stronger effect = lower value; Q9NP58; 360,000 compounds, 0.19% hits; AID 602162;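 active = fluorescence ratio to DMSO below 75%, the collection mean minus 3 SD; inconclusive = too few cells collected in the well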;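 also: signal is porphyrin accumulated inside mitochondria; 100% equals median channel fluorescence of DMSO control wells; lower ratio means ABCB6 inhibition with less porphyrin fluorescence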
Glyco luc inh: N-linked glycosylation inhibition | D54 ERlucT glycosylation luciferase reporter, 24 h; percent of 100 nM tunicamycin response | AID 588692 | 360,000 compounds, 0.23% hits | reporter increase, % at 12.5 µM;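 active = mean luciferase reporter signal, scaled so untreated is 0 and the glycosylation-blocking control 100, at or above a set limit in every replicate; inconclusive = mean reaches the limit but not every replicate does; inactive = mean below the limit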;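 also: luciferase carries N-glycosylation sites so blocking glycosylation raises the light; 0% = median of neutral control wells and 100% = median of 100 nM tunicamycin wells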
H9c2 protect: myocardial damage modulation in H9c2 cells | H9c2 cardiomyocytes, H2O2 injury protection, ATPLite, 2 h | protection from H2O2 cell death, % at 20 µM | 360,000 compounds, 0.63% hits;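 active = compounds giving at least 50% protection of heart cells from peroxide-induced death in the single-dose screen, raw or plate-pattern-corrected value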;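 also: 0% = DMSO wells with peroxide and 100% = DMSO wells without peroxide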
HTR2A ag: activates the mouse 5-HT2A serotonin receptor | P35363 | activation, % at 7.6 µM | CHO-K1 mHTR2A beta-arrestin complementation, luminescence; percent of 30 µM serotonin response | AID 624169 | 360,000 compounds, 0.66% hits;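 active = activation above a run cutoff, the mean activation of all tested compounds plus 3 SD, cut at about 14% in these data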;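 also: 0% = plate median of compound wells and 100% = 30 µM serotonin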
Target sequence (P35363 whole entry, looked up): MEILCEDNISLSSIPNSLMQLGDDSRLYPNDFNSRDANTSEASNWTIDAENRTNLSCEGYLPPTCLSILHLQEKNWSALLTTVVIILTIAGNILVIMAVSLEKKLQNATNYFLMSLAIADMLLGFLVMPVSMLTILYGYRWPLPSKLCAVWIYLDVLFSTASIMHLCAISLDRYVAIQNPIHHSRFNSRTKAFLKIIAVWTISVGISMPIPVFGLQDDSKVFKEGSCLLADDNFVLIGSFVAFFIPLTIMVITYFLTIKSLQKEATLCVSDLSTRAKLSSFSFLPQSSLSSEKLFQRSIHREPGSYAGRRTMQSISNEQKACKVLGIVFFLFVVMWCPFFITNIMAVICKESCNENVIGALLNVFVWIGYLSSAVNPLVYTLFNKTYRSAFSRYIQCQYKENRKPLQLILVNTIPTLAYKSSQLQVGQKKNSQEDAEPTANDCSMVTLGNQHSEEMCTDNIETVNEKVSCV
Vif inh: inhibitors of HIV Vif; HEK293T cells, Vif self-association by quenched fluorescence, imaging, 24 h; inhibition, % at 7.49 µM; 340,000 compounds, 0.35% hits; AID 602346; in the data active = inhibition above about 50%, passing the limit was not always enough; inconclusive = no clear call, values can overlap the other calls; inactive = below about 31%; also: some results filed as inactive read as strong as hits
Starred values were filed as active, the others as inactive; ? = inconclusive; · = not tested or not shown. Compounds were not picked by outcome; any-hit rate near 3.1%.

SMILES	Granule exo inh	CaV13 ICDI inh	hiPSC survival	aDG glyco up	PDI inh	ABCB6 inh MLPCN	Glyco luc inh	H9c2 protect	HTR2A ag	Vif inh
COc1ccccc1NCCC(=O)OCC(=O)NC1CCCCC1	0	-4	1.9	-0.2	2	99	3	1	3	6
Cc1cccc(C(=O)NNC(=O)c2ccccc2-n2cccc2)c1	-6	-4	-2.3	-0.2	6	91	1	-4	1	2
COc1ccc(-c2csc(/C(C#N)=C\c3ccc(OC)c([N+](=O)[O-])c3)n2)cc1	3	-19	2.1	0.3	0	118	1	-1	0	13
COc1ccc(Cl)cc1N/C(N)=N/c1nc(C)cc(=O)[nH]1	2	-4	1.1	-0.4	-10	101	2	-1	0	5
CCOCCCNc1nc2ccccc2[nH]1	0	-5	3.2	-0.1	8	92	-4	9	0	5
CC(NC(=O)C1CCN(Cc2ccccc2)CC1)c1cccc2ccccc12 (stereo unspecified)	1	-5	-1.2	0.0	-2	94	-3	2	-6	·
O=C(O)c1ccccc1/C=N/NC(=O)C1CCCC1	-2	-2	-0.3	-0.2	9	108	2	4	2	-4
Cc1c(F)cccc1NS(=O)(=O)c1ccccc1C#N	1	-7	0.6	-0.3	0	99	2	-4	0	-2
Cc1ccc(S(=O)(=O)N(Cc2ccccc2)c2ccccc2C(=O)NCc2ccco2)cc1	26	-7	-0.4	-0.1	2	91	-8	7	1	-3
CC(O)c1cc2c(s1)c1cnn(Cc3ccccc3F)c(=O)c1n2C (stereo unspecified)	6	·	5.9	-0.1	0	101	-2	5	-2	-1
COc1ccc(OC)c(N=Cc2c(O)[nH]c3ccccc23)c1	-2	-3	-0.8	-0.2	-3	103	-3	-11	1	-2
O=C(NCc1nnc(SCC(=O)N2CCOCC2)o1)c1cccs1	-1	-1	2.2	-0.1	8	96	1	4	0	5
Cc1cccc(NC(=O)CSc2cccc3cccnc23)c1C	-5	5	0.1	0.1	18	96	-2	-6	-6	0
COc1ccc(C(=O)N/C(=C/c2ccco2)C(=O)NCc2ccco2)cc1	4	-4	0.1	0.1	0	99	-1	0	10	-15
CCCCN(C)C(=O)c1sc(=O)n(Cc2c(C)cccc2C)c1C	-9	-6	-1.5	-0.1	-1	95	-5	0	1	1
CN1CCN(c2ccc(S(=O)(=O)N3CCOCC3)cc2NC(=O)COc2ccc(F)cc2Cl)CC1	-3	-6	-0.4	-0.5	8	98	-3	3	0	-1
CC(=O)Nc1ccc(NC(=O)CSc2nnnn2C2CCCCC2)cc1	-3	-5	-0.4	-0.1	2	95	2	6	0	1
COc1ccc(-c2cn[nH]c2-c2ccc(OCc3ccc([N+](=O)[O-])cc3)cc2O)cc1OC	7	-17	0.1	0.0	-8	80	-7	-15	-11	8
CC(C)Nc1nc(NC(C)C)nc(N(C)C#N)n1	1	-6	-0.7	-0.5	-6	97	-1	5	4	-7
COc1ccccc1NS(=O)(=O)c1cc(NC(=O)c2cccnc2)ccc1N1CCCCC1	19	-6	-0.7	0.2	15	97	-6	-6	-6	-9
COCCCNc1ncnc2c1sc1nc(-c3ccco3)c3c(c12)CC(C)(C)OC3	7	-4	0.1	-0.3	-2	94	-2	24	1	-6
Cc1csc(NC(=O)CSc2nnc(-c3ccncc3)o2)n1	20	0	2.1	0.1	-2	93	-1	-6	1	24
COc1ccc(Cl)cc1S(=O)(=O)N1CCC(C(=O)NCCc2ccccc2)CC1	6	-18	-0.6	0.1	-4	94	0	8	3	-7
C[C@H]1CN([C@@H](C)CO)C(=O)CCCn2cc(nn2)CO[C@@H]1CN(C)S(=O)(=O)c1ccc(Oc2ccccc2)nc1	1	-3	3.2	-0.2	0	102	0	-1	-3	·
O=C(CC1C(=O)NCCN1Cc1ccc(F)cc1)NCCCn1cccn1 (stereo unspecified)	-10	-1	5.3	0.3	-3	101	1	3	5	-3
COc1cc(CCCN2C(=S)NC[C@@H]2c2ccccc2)cc(OC)c1OC	-4	-11	-2.9	0.4	9	105	2	-3	1	10
Cc1cc(C)n(-c2nnc(C)n2/N=C/c2ccccc2F)n1	1	-3	0.4	-0.1	1	94	2	7	-4	-7
CCOc1ccc2[nH]c(=O)c(CN(CCO)C(=O)c3ccc(Br)cc3)cc2c1	-1	·	-1.2	0.1	-1	98	0	-4	4	-1
O=C(C/C=N/OCc1ccc(F)cc1Cl)c1cnc(-c2ccccc2)s1	1	·	1.2	-0.3	-22	96	1	-14	3	18
O=C(Nc1nc2ccccc2n1CCN1CCCC1)C1CCCCC1	5	-5	-1.1	0.0	0	107	-2	8	-7	·
C=CC[C@H](CC(=O)N(CCO)Cc1ccccc1)C(=O)NC[C@H](OC(=O)[C@@H](CC=C)Cc1ccc(F)cc1)c1ccccc1	13	-11	0.6	-0.3	4	?	-2	41	-6	-4
C/C(=N\Nc1ccc(Cl)c(C(=O)O)c1)c1cc2ccccc2o1	-10	·	2.1	-0.2	2	98	2	10	-5	4
CCOC(=O)c1c(C)oc2ccc(NS(=O)(=O)c3ccc4c5c(cccc35)C(=O)N4)cc12	2	-9	0.3	-0.2	-7	95	1	-8	-4	·
Cc1ccc(C(=O)Oc2ccccc2C(=O)N2CCOCC2)cc1	0	·	-1.3	0.0	4	105	3	8	-2	-4
O=c1cc(CO)oc(C(Nc2ccccn2)c2ccccc2F)c1O (stereo unspecified)	-3	-3	-1.3	0.0	1	98	-2	6	9	13
CCC(=O)Nc1ccc(/C(C)=N\NC(=O)c2ccc(OC)cc2)cc1	2	-3	1.4	0.3	-2	99	1	4	-2	10
N#Cc1sc2nc3c(c(-c4cccnc4)c2c1N)CCC3	-3	·	5.9	0.0	-4	103	3	-5	3	3
C=C1CCN([C@@H](CC(C)C)C(=O)Nc2nc3ccc(Cl)cc3s2)S(=O)(=O)c2ccccc21	23	-11	-4.2	0.1	-7	96	-1	-20	-3	-1
COc1ccc(CCN2C(=O)CSC2c2ccc(OC)c(OC)c2)cc1OC (stereo unspecified)	0	-4	0.5	0.6	-13	91	1	-9	1	6
COc1ccc(N=c2oc3c(OC)cccc3cc2C(=O)NCc2ccco2)cc1OC	-1	·	-1.6	-0.9	-1	88	19	52*	4	3
CCC(C(=O)Nc1c(C)cc(C)cc1C)N1CCCCCC1 (stereo unspecified)	0	-6	-0.6	-0.1	-5	93	-2	1	-2	1
COc1cccc(NC(=O)Nc2nnc(Cc3ccc(F)cc3)s2)c1	-12	-3	0.6	0.0	-5	94	1	1	-3	3
COc1cc(/C=C/C(=O)Nc2nnc(CC(C)C)s2)cc(OC)c1OC	5	-3	0.6	0.3	6	97	-2	-6	-1	-5
CCCCN1CC(O)=C(c2nc(-c3ccc(Br)cc3)cs2)C1=N	6	-16	0.0	-0.3	-6	98	-5	-5	-2	2
CCn1c(SCCC#N)nnc1-c1ccncc1	-4	-9	-0.5	-0.1	-6	94	2	-7	2	1
Cc1onc(-c2c(F)cccc2Cl)c1C(=O)c1ccc(F)cc1	-2	-5	-0.2	-0.1	-4	99	-1	4	4	-11
COc1ccc(C(CNC(=S)NCc2ccccc2)N2CCCC2)cc1 (stereo unspecified)	0	-9	0.0	-0.1	-2	98	-4	0	-6	18
CCC(CC)NC(=O)COC(=O)c1cc(Br)ccc1Cl	-5	-4	-0.8	-0.1	5	107	1	-1	4	-14
CNCCC(=O)N1c2ccccc2CCc2ccc(NC(=O)OC)cc21	6	-20	-0.5	0.1	4	101	0	2	2	·
COC(=O)c1cc(C(=O)NCCC(C)C)cc([N+](=O)[O-])c1	-2	-2	0.4	-0.2	-1	101	-3	6	-6	1
O=C1/C(=C/c2cccnc2)SC(=S)N1C1CCS(=O)(=O)C1 (stereo unspecified)	-1	-7	-2.9	-0.1	-2	100	8	-5	4	2
COc1cc(OC)cc(C(=O)NCCCN2CCOCC2)c1	-2	1	-0.7	-0.1	-5	86	-1	-4	-6	18
Cc1cc2c(=O)cc(-c3ccccc3)oc2c(C(=O)O)c1C	-6	-5	0.2	0.1	·	98	1	-2	0	7
C=CCn1c(SCC(=O)Nc2nc(C)cs2)nnc1C(CO)NC(=O)c1ccccc1 (stereo unspecified)	0	-4	1.6	0.0	-7	97	2	8	-2	0
Cc1cc(NC(=O)NC(=O)c2ccccc2NC(=O)C(C)N)ccc1Oc1ncc(Br)cn1 (stereo unspecified)	-2	-13	-1.0	-0.2	-11	96	?	2	-10	34
O=S(=O)(c1ccc(Cl)cc1)N1CCCC(C(F)(F)F)C1 (stereo unspecified)	0	5	1.1	0.2	2	100	-4	-12	0	-2
CCOC(=O)c1c(NC(C)=O)sc2c(O)c(CN3CCN(CC)CC3)ccc12	-7	·	1.2	0.0	2	105	-1	15	0	0
COc1ccccc1NC(=O)Nc1nc(C(N)C(C)C)cs1 (stereo unspecified)	-5	-5	-2.9	-0.1	1	92	1	19	-8	0
Cc1ccc(S(=O)(=O)Nc2nsc(N)n2)cc1	0	-4	0.4	-0.3	-3	87	0	-2	6	29
CCn1c(COc2ccc(OC)cc2)nnc1SCC(=O)Nc1cc(OC)ccc1OC	1	·	2.6	0.0	3	90	0	-8	3	3

Only Glyco luc inh and Granule exo inh, for 2 of the compounds above:
Compound	Glyco luc inh	Granule exo inh
COC(=O)c1cc(C(=O)NCCC(C)C)cc([N+](=O)[O-])c1	-3	-2
O=C1/C(=C/c2cccnc2)SC(=S)N1C1CCS(=O)(=O)C1 (stereo unspecified)	8	-1

(listing goes on)
SMILES	Granule exo inh	CaV13 ICDI inh	hiPSC survival	aDG glyco up	PDI inh	ABCB6 inh MLPCN	Glyco luc inh	H9c2 protect	HTR2A ag	Vif inh
O=C1c2ccccc2C(=O)N1CCCc1nc(-c2ccncc2)no1	0	-4	-1.2	-0.2	-2	87	2	11	4	-1
COc1ccc(C2SCC(=O)N2CCCN(C)C)cc1 (stereo unspecified)	1	-5	0.5	-0.5	-9	114	1	-1	-11	8
COc1ccc(CCNC(=O)CSc2nnnn2Cc2ccc3c(c2)OCO3)cc1OC	1	·	2.8	-0.1	4	94	-3	8	5	7
Cc1cccc(NC(=S)NC2CCSc3ccccc32)c1 (stereo unspecified)	-1	-3	-0.5	-0.2	1	102	-4	-14	11	-21
Cc1ccc(-n2nnnc2SCC(=O)NC(C(=O)O)(c2ccccc2)c2ccccc2)cc1C	0	-5	-0.2	0.0	-6	97	0	-1	-1	1
CN(CC(=O)Nc1ccccc1Br)C(=O)CNC(=O)c1ccc(Oc2ccccc2)cc1	-2	-2	-0.3	-0.2	-2	101	-2	-10	0	-25
FC(F)(F)c1cc(Cl)c2nnc(-c3ccccn3)n2c1	-9	-2	-0.3	0.1	-2	96	2	-1	-3	9
c1ccc(Oc2ncnc3oc(-c4ccccc4)cc23)cc1	0	-5	2.8	0.3	-19	96	1	-3	3	7
Cc1c(C(=O)O)sc2nc(-c3cccs3)cc(C(F)(F)F)c12	9	-7	0.8	-0.2	-2	103	1	2	0	-4
O=C(NCCc1ccccc1)c1cccc2c1C(=O)c1ccc(N3CCOCC3)cc1S2(=O)=O	14	-11	0.5	-0.1	4	89	1	18	3	3
